Screening results as filed in PubChem BioAssay.
Tau fluor counter: Counterscreen qHTS for Inhibitors of Tau Fibril Formation, Fluorescence Polarization; tau K18 P301L Alexa594 fluorescence, heparin fibrillization; Potency, µM (highest dose often 57.7 µM), without a hit: top-dose activity change, negative = decrease; 280,000 tested, 0.93% active; AID 1463, 2008; also: nearly all actives have a fitted effect of over 55% in size
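Human tau K18 P301L (15 uM unlabeled, 0.24 uM Alexa 594-labeled) in 100 mM sodium acetate pH 7 with 20 uM heparin, 6 hr at 37 C. ThT 30 uM added, 1 hr ambient; Alexa 594 FP and total fluorescence read at 555/632 nm.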
ALDH1A1 inh: qHTS Assay for Inhibitors of Aldehyde Dehydrogenase 1 (ALDH1A1). Aldehyde dehydrogenase 1A1 (Homo sapiens), P00352. Potency, µM (doses to about 75.3 µM), for inactives: at the top dose activity, negative = inhibition, usual class: inhibitors. Purified ALDH1A1, NADH fluorescence, propionaldehyde substrate. 220,000 tested, 7.3% active; active = well fitted inhibition curve with a large enough effect, not every such curve was filed as active; inconclusive = small, poorly fitted or top-dose-only effect, or another doubt; inactive = no such curve, though single readings can be large or run the other way;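 also: plate controls were no enzyme wells and a reference inhibitor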
GLA spleen mod: qHTS Assay for Inhibitors and Activators of Human alpha-Galactosidase From Spleen Homogenate | Potency, µM (series often up to 80 µM), without a hit: top-dose activity change, negative = inhibition, hits mostly inhibitors | Alpha-galactosidase A (Homo sapiens), P06280 | AID 2107, 2009 | human spleen homogenate, 4MU-alpha-Gal fluorescence, 40 min | 240,000 tested, 0.008% active;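 also: 0% = enzyme with vehicle and -100% = no enzyme basal signal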
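Human spleen homogenate (1 ug) was the enzyme source, with 4-methylumbelliferyl-alpha-D-galactopyranoside (1 mM final) in pH 5.0 citrate buffer with 0.01% Tween-20. Compounds were titrated; after 40 min at 37C, NaOH/glycine stop, 4-MU fluorescence read; AC50 from Hill fits.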
TRb-SRC2 inh: qHTS for Inhibitors of the Interaction of Thyroid Hormone Receptor and Steroid Receptor Coregulator 2; 280,000 tested, 0.065% active; AID 1469, 2008; Potency, µM (doses to about 106 µM), for the others: top-dose activity change, negative = inhibition, actives largely listed as inhibitors; TRbeta-SRC2 peptide binding, fluorescence polarization; receptor liganded with 1 µM T3;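 also: plate controls were bound peptide for no effect and peptide without receptor for full effect; nearly all actives have a fitted effect of over 50% in size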
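Fluorescence polarization of 20 nM Texas Red SRC2 peptide (20-aa NR interaction domain) bound to 0.6 uM human TRb ligand-binding domain, with 1 uM T3, after 5 hr at ambient temperature; inhibition seen as decreased polarization.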
L3MBTL1 block: qHTS Assay for the Inhibitors of L3MBTL1 | 230,000 tested, 0.66% active | AID 485360, 2010 | Potency, µM (top dose mostly 57.1 µM), without a hit: at the top dose activity, negative = inhibition, usual class: inhibitors | Lethal(3)malignant brain tumor-like protein 1 (Homo sapiens), Q9Y468 | AlphaScreen L3MBTL1–H3K9me1 peptide binding; also: nearly all actives have a fitted effect of over 60% in size
Target sequence (Q9Y468 whole entry, looked up): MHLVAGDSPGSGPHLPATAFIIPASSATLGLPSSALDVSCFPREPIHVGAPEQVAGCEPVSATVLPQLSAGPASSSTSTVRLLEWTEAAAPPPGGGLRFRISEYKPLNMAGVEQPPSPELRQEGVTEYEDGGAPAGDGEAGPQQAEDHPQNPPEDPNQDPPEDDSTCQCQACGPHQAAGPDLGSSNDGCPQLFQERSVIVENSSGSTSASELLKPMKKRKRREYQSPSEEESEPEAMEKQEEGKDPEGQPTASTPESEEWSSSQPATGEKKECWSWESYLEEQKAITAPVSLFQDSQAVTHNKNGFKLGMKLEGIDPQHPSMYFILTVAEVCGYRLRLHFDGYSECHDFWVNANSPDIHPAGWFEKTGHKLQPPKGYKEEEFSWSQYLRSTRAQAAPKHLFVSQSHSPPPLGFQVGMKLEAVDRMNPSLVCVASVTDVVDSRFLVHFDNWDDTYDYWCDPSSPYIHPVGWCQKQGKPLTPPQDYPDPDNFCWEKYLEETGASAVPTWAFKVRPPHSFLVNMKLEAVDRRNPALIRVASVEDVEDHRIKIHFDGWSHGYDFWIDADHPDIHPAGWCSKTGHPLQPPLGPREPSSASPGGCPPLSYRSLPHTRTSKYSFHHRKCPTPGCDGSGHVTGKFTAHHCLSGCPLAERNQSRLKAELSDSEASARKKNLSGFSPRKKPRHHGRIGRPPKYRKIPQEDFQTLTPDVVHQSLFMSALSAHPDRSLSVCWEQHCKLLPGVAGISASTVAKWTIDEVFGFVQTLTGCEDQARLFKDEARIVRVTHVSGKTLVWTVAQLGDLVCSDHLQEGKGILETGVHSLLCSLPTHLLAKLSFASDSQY
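L3MBTL1 (50 nM) pre-complexed 30 min with biotinylated H3(1-15)K9me1 peptide (75 nM), then compounds added for 30 min at room temperature; AlphaScreen streptavidin donor/nickel chelate acceptor beads (10 ug/mL final) read after 30 min dark incubation.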
Tau fibril ThT: qHTS for Inhibitors of Tau Fibril Formation, Thioflavin T Binding | 270,000 tested, 2.1% active | recombinant tau K18 P301L (four-repeat tau fragment), heparin-induced fibrillization, ThT fluorescence | Microtubule-associated protein tau (Homo sapiens), P10636 | Potency, µM (titrated, usually from 57.4 µM), for inactives: at the highest dose activity, negative = inhibition, hits mostly inhibitors; also: nearly all actives have a fitted effect of over 55% in size
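In this qHTS, human K18 P301L tau is incubated with compound and heparin for 6 hr at 37 C, and Thioflavin T fluorescence then reports fibril load.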
TexasRed fluor: Total Fluorescence Counterscreen for Inhibitors of the Interaction of Thyroid Hormone Receptor and Steroid Receptor Coregulator 2; TRb/SRC2 Texas Red total fluorescence interference; Potency, µM (doses to about 106 µM), for inactives: at the highest dose fluorescence change, negative = quenching; 280,000 tested, 0.29% active; AID 1479, 2009; active = well fitted curve in either direction with a large enough effect; inconclusive = small, poorly fitted or top-dose-only effect
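Flags fluorescent or light-absorbing compounds by total fluorescence, S + 2P, at 555 nm excitation and 632 nm emission. Mixture: 20 nM Texas Red SRC2 peptide, 0.6 uM human TRb LBD, 1 uM T3, 5% DMSO; compound exposure 5 h at ambient temperature.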
Tau FP inhib: qHTS for Inhibitors of Tau Fibril Formation, Fluorescence Polarization | Microtubule-associated protein tau (Homo sapiens), P10636 | K18 P301L tau heparin fibrillization, Alexa594 FP, 6 h | Potency, µM (highest dose often 57.7 µM), inactives show at the highest dose activity, negative = inhibition, hits mostly inhibitors | 280,000 tested, 0.39% active; also: nearly all actives have a fitted effect of over 55% in size
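FP of Alexa 594-tau after heparin (20 uM) induction. Substrate: human K18 P301L, 15 uM unlabeled, 0.24 uM labeled. Buffer 100 mM sodium acetate pH 7. 6 hr, 37 C.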
The depositor's hits bear a star; u = inconclusive; x = no result given; [ ] = remark or other dose. Unless noted, calls follow the shape of the dose curve; as a rule, active = well fitted curve in the direction sought with a large enough effect; inconclusive = small, poorly fitted or top-dose-only effect, or another doubt; inactive = no such curve, though single readings can be large; an effect the other way counts as inactive or inconclusive. Unless noted, % is scaled to controls: 0 for no effect and ±100 for the full control effect; potency is read from the fitted curve at half-maximal effect.

Molecule | Tau fluor counter | ALDH1A1 inh | GLA spleen mod | TRb-SRC2 inh | L3MBTL1 block | Tau fibril ThT | TexasRed fluor | Tau FP inhib
CCCCCn1c2nc3ccccc3nc2c2c(=O)n(CC3CCCO3)c(C)nc21 (centres undefined) | 7% | 3% | 24% | -3% | 9% | 9% | -8% | 0%
Cc1sc2ncn(CC(=O)OCC(=O)NC(C)(C)C)c(=O)c2c1C | -2% | 1% | 6% | -3% | 0% | -4% | 0% | 2%
C=C1c2ccc(C)cc2NC(=O)N1c1ccccc1 | 0% | u | -6% | 8% | 7%[11.4 µM] | -9% | -3% | 6%
Cc1cccc(NC(=O)C2CCCN(S(=O)(=O)c3cccc4nonc34)C2)c1C (centres undefined) | -13% | x | x | -9% | x | -3% | -1% | -5%
O=C1c2[nH]nc(-c3ccccc3O)c2C(c2ccccc2F)N1Cc1ccco1 (centres undefined) | u | u | -6% | -15% | x | -20% | -4% | -2%
Cc1cc(C)n2nc(C(=O)N/N=C/c3cccc(Cl)c3)nc2n1 | -6% | x | 5% | 7% | 7% | -14% | 0% | -4%
O=C(N/N=C/c1c[nH]c2ccccc12)c1ccn(Cc2ccc(Cl)cc2)n1 | u | -6% | -16% | -8% | -8% | u | -5% | 11%
Cc1cccc(C)c1OCCNC(=O)CCC(=O)c1ccccc1 | -12% | 9% | -3% | -1% | -2% | -8% | -3% | 6%
CC1CCN(S(=O)(=O)c2ccc3c(c2)oc(=O)n3CC(=O)N2c3ccccc3CC2C)CC1 (centres undefined) | -17% | 5% | 3% | 14% | -1% | 1% | -3% | 3%
CCn1cc(C2=NC(C(C)C)CO2)c2ccccc21 (centres undefined) | -6% | -15% | -1% | -15% | -6% | -9% | -2% | -3%
C/C(=C\c1ccccc1)C(=O)NCc1ccco1 | 2% | 8% | -7% | -4% | 8% | -4% | 0% | 0%
Cc1ccc(S(=O)(=O)N2CCC(=O)N(CCOCc3ccc(F)cc3)CC2)cc1 | -16% | u | 2% | -10% | -3% | -16% | -1% | 7%
C#CCOCCOCCOCCNc1nc(N2CCN(C(=O)[C@H](Cc3cc4ccccc4[nH]3)n3cc(C(N)CC(C)C)nn3)CC2)nc(N2CCN(C(=O)[C@H](CCC(=O)O)n3cc(C(N)[C@H](C)CC)nn3)CC2)n1 (some centres undefined) | 5% | -7% | 7% | -8% | -6% | -3% | -2% | 7%
CCCCCc1nc2c(=O)n(C)c3ccccc3c2o1 | -4% | u | -12% | -19% | 0% | -4% | 0% | -6%
CCCSc1nc2c(cnn2-c2ccccc2)c(=O)[nH]1 | 8% | u | 0% | -1% | 0% | 3% | -2% | -3%
Cc1cccc(OC(=O)c2cc(-c3ccc(Cl)cc3)on2)c1C | 2% | x | x | 4% | x | -4% | 8% | -3%
Cc1ccc(S(=O)(=O)NC2=NCN(Cc3ccccc3)CN2)cc1 | 6% | 3% | -8% | -13% | x | -2% | 0% | 7%
O=C(CCc1ccccc1)NNC(=O)c1ccccc1Br | 5% | 6% | 0% | -1% | 4% | 1% | 1% | 4%
CN1C(C(=O)Nc2ccc(F)cc2F)=CC(c2cccs2)=NS1(=O)=O | -16% | x | x | 3% | -8% | -11% | -2% | -13%
COc1ccc(O[C@H]2C=C[C@@H](c3ccccc3)O[C@H]2COC(=O)CC/C(C)=N\OC[C@@H](O)[C@H]2O[C@H]3OC(C)(C)O[C@H]3[C@@H]2O)cc1 | -28%[11.6 µM] | 8%[13.5 µM] | -1%[17.5 µM] | -4%[11.2 µM] | x | -15%[11.5 µM] | -2%[11.2 µM] | -15%[11.6 µM]
N#C/C(=C\c1ccc(Br)cc1)c1nc(-c2cc3cc(Br)ccc3oc2=O)cs1 | 3% | x | x | -4% | x | 3% | -17% | 2%
Cc1noc(C)c1COc1ccc(C(=O)NCCc2ccccn2)cc1 | -1% | 5% | 4% | -9% | 11% | -6% | 1% | 1%
Cc1cccc(CNC(=O)c2ccc(Cn3c(SCc4ccccc4)nc4cccnc43)cc2)c1 | -10% | x | x | 5% | x | 10% | 7% | -1%

A run of entries from further up, for reference:
Molecule | Tau fluor counter | ALDH1A1 inh | GLA spleen mod | TRb-SRC2 inh | L3MBTL1 block | Tau fibril ThT | TexasRed fluor | Tau FP inhib
CN1C(C(=O)Nc2ccc(F)cc2F)=CC(c2cccs2)=NS1(=O)=O | -16% | x | x | 3% | -8% | -11% | -2% | -13%
COc1ccc(O[C@H]2C=C[C@@H](c3ccccc3)O[C@H]2COC(=O)CC/C(C)=N\OC[C@@H](O)[C@H]2O[C@H]3OC(C)(C)O[C@H]3[C@@H]2O)cc1 | -28%[11.6 µM] | 8%[13.5 µM] | -1%[17.5 µM] | -4%[11.2 µM] | x | -15%[11.5 µM] | -2%[11.2 µM] | -15%[11.6 µM]
N#C/C(=C\c1ccc(Br)cc1)c1nc(-c2cc3cc(Br)ccc3oc2=O)cs1 | 3% | x | x | -4% | x | 3% | -17% | 2%
Cc1noc(C)c1COc1ccc(C(=O)NCCc2ccccn2)cc1 | -1% | 5% | 4% | -9% | 11% | -6% | 1% | 1%
Cc1cccc(CNC(=O)c2ccc(Cn3c(SCc4ccccc4)nc4cccnc43)cc2)c1 | -10% | x | x | 5% | x | 10% | 7% | -1%
